Screening data from PubChem BioAssay.
SENP8 block-1: SENP8 (human) protease inhibition; AID 602440; 360,000 tested, 0.64% active; recombinant SENP8, Nedd8 substrate fluorescence; Q96LD8; inhibition, % at 20 µM; in the data active = inhibition mostly above about 40%, no sharp cut-off; inactive = mostly below about 27%
Target sequence (Q96LD8 whole entry, looked up): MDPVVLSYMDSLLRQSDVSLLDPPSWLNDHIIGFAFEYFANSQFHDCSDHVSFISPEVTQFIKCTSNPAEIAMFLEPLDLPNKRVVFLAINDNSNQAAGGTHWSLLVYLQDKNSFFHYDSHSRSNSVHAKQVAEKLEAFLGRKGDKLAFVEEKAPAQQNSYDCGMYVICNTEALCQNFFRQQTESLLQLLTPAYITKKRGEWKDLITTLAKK
PfGluPho inh: PfG6PD (Plasmodium falciparum) enzyme inhibition; PfGluPho enzyme, NADPH resazurin-diaphorase fluorescence; inhibition, % at 20 µM; 350,000 tested, 0.78% active; AID 504690;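 active = inhibition reaching at least a set limit at 20 µM in the primary screen, cut at about 59% in these data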;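 also: 0% = DMSO wells with substrate and 100% = DMSO wells lacking glucose-6-phosphate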
beta cell repl: MIN6 beta-cell proliferation induction | MIN6 cells proliferation, ATPlite luminescence, 48 h; cells starved in 0.2% serum; 100% = growth in 10% serum | proliferation, % at 10 µM | 330,000 tested, 0.29% active | AID 2380;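 active = compounds whose signal lies at least 3.5 SD above the mean of all wells on their plate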;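 also: 0% = DMSO-treated cells in low-serum medium and 100% = 10% serum control; some compounds called inactive have numbers as strong as hits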
SENP8 block-2: blocks the human protease SENP8 | purified SENP8, Z-RLRGG-aminoluciferin cleavage, luminescence | inhibition, % at 10 µM | 330,000 tested, 1.2% active | AID 2540; in the data active = inhibition above about 50%
SENP7 block: inhibitors of human SENP7 protease; recombinant SENP7, Z-RLRGG-aminoluciferin luminescence, 40 min; 330,000 tested, 1.5% active; inhibition, % at 5 µM; Q9BQF6; AID 434973;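 active = inhibition above about 50% at the single test dose, limit read from the data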;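 also: plate controls were DMSO with enzyme for no effect and no enzyme buffer wells for full effect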
SENP1 FRET inh: blocks the human SENP1 SUMO protease catalytic domain | Q9P0U3 | 360,000 tested, 0.21% active | inhibition, % at 10 µM | recombinant SENP1 catalytic domain, CyPet-SUMO1-YPet FRET cleavage | AID 624204;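 active = inhibition at least 30% at 10 µM, raw YFP signal under a set limit, fluorescence ratio 0.5 to 1.5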;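 also: 0% = enzyme with DMSO and 100% = no enzyme wells; some results filed as inactive read as strong as hits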
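Controls: no-enzyme wells low, DMSO-plus-enzyme wells high control. Test system: human recombinant His6-tagged SENP1 catalytic domain enzyme. Reagent: SFCypet-SUMO1-SFYpet FRET protein substrate, 25 nM final. Doses: one dose per compound, 10 µM, 0.5% DMSO. Detection: FRET, CFP and YFP emission. Timing: 50 min reaction at room temperature.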
UBC13 inh: inhibitors of human UBC13 polyubiquitin chain formation; 330,000 tested, 0.47% active; inhibition, % at 20 µM; P61088; TR-FRET; AID 485273; in the data active = inhibition above about 45%, passing the limit was not always enough; inconclusive = no clear call, values can overlap the other calls
Target sequence (P61088 whole entry, looked up): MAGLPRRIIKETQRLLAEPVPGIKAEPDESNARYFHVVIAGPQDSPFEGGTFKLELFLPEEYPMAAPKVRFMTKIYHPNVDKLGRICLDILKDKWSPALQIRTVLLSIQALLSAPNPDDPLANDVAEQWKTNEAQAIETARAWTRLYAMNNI
HKDC1 inhibitor: inhibitors of human hexokinase HKDC1; Q2TB90; recombinant HKDC1, G6PDH/diaphorase resazurin coupled fluorescence; inhibition, % at 20 µM; 340,000 tested, 0.16% active; AID 493160;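 active = inhibition above about 35% when tested at 20 µM, limit read from the data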;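 also: plate controls were DMSO wells with enzyme for no effect and DMSO wells lacking enzyme for full effect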
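Incubation: 90 min at room temperature in dark / Material: recombinant HKDC1 (HK5) hexokinase enzyme, produced in-house / Quantity: enzyme 5 µg/mL final / Compound: one dose of 20 µM, 1% DMSO / Reagent: glucose and ATP substrates / Buffer or medium: Tris pH 8.0 buffer with MgCl2, Tween-20, BSA, BME / Technique: resorufin fluorescence at 613 nm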
SENP6 inh: inhibitors of human SENP6 protease; Recombinant SENP6 catalytic domain, aminoluciferin luminescence; inhibition, % at 10 µM; AID 2599; 330,000 tested, 1.8% active;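 active = inhibition above about 50% at the single tested dose, limit read from the data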;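 also: plate controls were DMSO wells with enzyme for no effect and DMSO wells lacking enzyme for full effect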
Target sequence (Q9GZR1 628-1112 limits assumed): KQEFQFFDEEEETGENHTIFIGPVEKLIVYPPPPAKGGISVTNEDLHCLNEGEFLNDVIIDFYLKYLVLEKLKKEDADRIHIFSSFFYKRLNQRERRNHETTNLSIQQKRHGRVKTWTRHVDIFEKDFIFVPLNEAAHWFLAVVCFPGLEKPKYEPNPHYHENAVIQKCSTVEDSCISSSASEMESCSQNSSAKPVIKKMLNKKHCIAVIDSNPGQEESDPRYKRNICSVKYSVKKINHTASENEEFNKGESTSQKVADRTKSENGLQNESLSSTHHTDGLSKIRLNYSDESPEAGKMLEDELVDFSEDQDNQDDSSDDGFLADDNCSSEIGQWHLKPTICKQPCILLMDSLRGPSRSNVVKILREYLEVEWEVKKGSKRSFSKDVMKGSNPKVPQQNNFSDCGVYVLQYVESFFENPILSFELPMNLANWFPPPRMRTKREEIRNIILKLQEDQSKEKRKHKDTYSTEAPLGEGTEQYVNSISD
* = called active by the depositor; ? = inconclusive; / = no result given.

SMILES | SENP8 block-1 | PfGluPho inh | beta cell repl | SENP8 block-2 | SENP7 block | SENP1 FRET inh | UBC13 inh | HKDC1 inhibitor | SENP6 inh
CCCCn1c(=O)[nH]c(=O)c2c1nc(-c1ccccc1F)n2Cc1ccccc1 | -41.2 | -2.0 | 2.5 | -4.4 | 1.7 | -0.3 | 3.9 | -4.0 | -11.1
Cc1cc(SCC(=O)NC2(C#N)CCCCC2)nc2c(C)cccc12 | -17.9 | -33.0 | 8.5 | 3.2 | -5.6 | -7.6 | ? | 7.9 | 0.3
Cc1nc(N2CCCCC2)c2c(C)c(C(=O)Nc3ccccc3C(F)(F)F)sc2n1 | -384.1 | 35.4 | -2.8 | -1.9 | 4.5 | 3.0 | 29.1 | -1.6 | -10.2
O=S(=O)(Cc1ccccc1)Nc1ccc(S(=O)(=O)N2CCCC2)cc1 | 17.0 | -7.5 | -3.5 | -2.7 | -1.4 | -0.2 | -5.4 | -6.8 | -5.6
COC(=O)C1=C(C(=O)OC)C(c2ccccc2O)c2sc(=O)[nH]c2S1 (stereo not drawn) | 26.6 | -2.3 | 0.0 | -1.5 | -7.1 | 1.1 | -30.8 | -6.7 | 5.4
O=C(CCc1nnc2ccc(N3CCCC3)nn12)Nc1ccc(F)cc1F | -28.4 | -2.8 | -2.9 | 6.4 | 11.8 | 3.9 | ? | -5.2 | -5.8
COc1ccc(/C=N/NC(=O)c2ccc3nc[nH]c3c2)cc1 | -20.8 | -1.3 | -3.3 | -8.4 | -3.6 | 1.5 | -10.0 | -1.4 | -8.5
O=C(/C=C/c1cccs1)Nc1ccc([N+](=O)[O-])cc1 | -77.1 | 20.4 | 0.0 | -8.9 | 5.9 | -0.5 | 2.1 | -9.2 | 18.5
O=C1NC(=S)S/C1=C\c1cc(Cl)ccc1Cl | 24.9 | -12.7 | / | / | / | -5.1 | / | 6.3 | /
Cc1nnc2ccc(Oc3ccc(-c4ccccc4)cc3)nn12 | 1.2 | 23.0 | -5.1 | -10.0 | -1.6 | -0.2 | -0.1 | -4.0 | -6.5
N#Cc1cccc(NC(=O)COc2ccc(-n3ccnc3)cc2)c1 | 9.2 | -13.3 | -4.6 | -9.5 | 2.5 | 1.7 | 6.0 | -7.3 | -3.6
CCOc1ccc(/C=N/Nc2nc(=O)[nH]nc2C)cc1OC | 16.5 | 7.1 | 0.4 | 0.1 | -5.4 | -0.6 | -7.8 | -10.5 | -1.6
C/C(=N\Nc1ncc(Cl)cc1Cl)c1ccc(OC(F)F)cc1 | 6.2 | 20.9 | -3.4 | 3.9 | 13.2 | 31.5 | -8.0 | -5.3 | -4.7
CC(=O)N1CCN(C(=O)CNc2cc(C(F)(F)F)ccc2OCC(F)(F)F)CC1 | 23.5 | -8.9 | 0.8 | -5.7 | 2.7 | 1.5 | 10.1 | -0.4 | -4.6
COc1cccc(C(=O)Nc2c[nH]c(=O)[nH]c2=O)c1 | -8.0 | 12.4 | 0.5 | -1.3 | 3.1 | 1.1 | -8.4 | -4.8 | -5.0
CN(Cc1ccccc1)C(=O)COc1ccc(Br)cc1Cl | 20.9 | -1.1 | -0.1 | 0.2 | -6.5 | 1.7 | 15.2 | 7.2 | -14.0
CC(/C=N/NC(=O)Cn1cnc2ccccc21)=C\c1ccccc1 | 15.5 | 4.4 | -1.8 | -2.0 | -2.9 | -0.8 | -4.0 | -3.2 | -14.1
O=S(=O)(/N=C(/c1ccc(Cl)cc1)N1CCOCC1)c1ccc(Cl)cc1 | 9.4 | -6.2 | -1.8 | 4.6 | 0.4 | -0.9 | 2.0 | -3.9 | -3.3
COc1ccc(CNc2ccc(C)c(C)c2)cc1 | 13.4 | 5.2 | -2.5 | 3.3 | 7.8 | 0.0 | 1.9 | -2.7 | -1.2
Cc1cccc(C)c1NC(=O)C(C)N1CCCC1 (stereo not drawn) | 15.6 | 0.4 | -0.3 | 3.1 | 9.3 | -1.3 | -0.4 | -7.2 | 13.0
N#Cc1cc(-c2ccccc2)nn1-c1ccccc1 | 1.3 | 80.4* | -3.1 | -4.5 | -4.3 | 0.9 | -8.5 | 30.6 | -3.2
CCOC(=O)C1=C(C)N(CCCC(=O)O)C(=O)NC1c1ccc(Br)cc1 (stereo not drawn) | / | / | -3.3 | -0.6 | -8.4 | / | -6.4 | / | -10.8
COc1ccc(-c2cc(C(=O)OCC(=O)c3ccc(C)c([N+](=O)[O-])c3)c3ccccc3n2)cc1 | -306.3 | -0.8 | 0.0 | 5.1 | 7.4 | -13.1 | 4.1 | -9.6 | 5.4
N#Cc1c(-c2ccccc2)[nH]c(=O)[nH]c1=O | -11.6 | -13.4 | 0.4 | -1.6 | 3.5 | 1.3 | -1.6 | -2.4 | -19.5
N#Cc1c(-c2ccco2)nc(SCC(=O)Nc2cccc(Cl)c2)[nH]c1=O | -59.6 | -16.1 | -3.2 | 11.4 | 8.0 | -6.3 | ? | 10.8 | 2.3
CC(=O)Nc1ccc(NC(=O)c2cc(=O)c3cc(C)c(C)cc3o2)cc1 | -2.2 | 9.2 | -1.7 | 5.8 | -2.4 | 2.2 | -4.0 | 2.5 | 1.4
Cc1ccc(-n2nc3c(c2NC(=O)c2ccccc2)CS(=O)(=O)C3)cc1C | -3.0 | 4.4 | -0.1 | 1.9 | 1.0 | 1.6 | 0.5 | -5.5 | -4.1
CC1CCN(S(=O)(=O)N2CCC(C(=O)N3CCC(N(C)CC4CCCO4)CC3)CC2)CC1 (stereo not drawn) | 4.5 | 13.0 | 6.9 | -10.3 | -5.4 | 5.2 | -1.9 | -3.1 | -8.4
O=c1oc(/C=C/c2ccc([N+](=O)[O-])s2)nc2ccccc12 | 10.9 | 14.3 | -4.4 | -1.9 | 1.7 | -25.9 | 1.3 | 13.9 | -9.3
NC(=O)CC(NC(=O)Cc1ccc(Br)cc1)c1ccc(NCCc2cccc(F)c2)c([N+](=O)[O-])c1 (stereo not drawn) | 28.5 | 4.2 | -2.1 | -4.1 | 10.5 | 9.3 | -46.2 | -6.3 | -10.6
COc1ccc(C(Sc2ccccc2)c2ccccc2)cc1OC (stereo not drawn) | 8.3 | -21.2 | -6.9 | -4.3 | -6.1 | 3.0 | -2.5 | 3.2 | 0.1
O=C(O)Cn1ccnc1 | 27.2 | 10.3 | -2.2 | 3.9 | 5.8 | 0.2 | -4.2 | -1.0 | 3.7
CCOC(=O)/C(=N\Nc1cccc(Cl)c1)Sc1nnc(-c2ccc(OC)cc2)n1C | 12.4 | 17.4 | 0.0 | 2.9 | 3.9 | 0.4 | -0.5 | 4.8 | 8.0
Cc1ccc(Cl)c(NC(=O)COC(=O)C2CCC2)c1Cl | 13.6 | 11.7 | -2.0 | -4.9 | 14.8 | 3.7 | 0.0 | -6.0 | -2.5
CCOC(=O)C1(Cc2ccccc2C)CCCN(Cc2cc(OC)c(O)c(OC)c2)C1 (stereo not drawn) | 11.4 | 39.1 | -0.3 | -3.3 | 8.2 | -0.4 | 2.3 | -2.8 | -0.1
COc1ccc(F)cc1S(=O)(=O)N1CCN(c2ccccn2)CC1 | 2.0 | 3.5 | -0.3 | -1.0 | 0.4 | 1.4 | -2.9 | -5.8 | -4.4
Cc1cc(C)c2cc(C#N)c(SCC(=O)Nc3cc(C)on3)nc2c1 | -60.7 | -10.7 | 0.0 | -1.1 | 2.4 | 50.3* | 8.8 | 4.8 | -5.8
CC(=O)Nc1ccc2nc(NC(=O)C(Cl)(Cl)Cl)sc2c1 | 16.1 | 6.7 | -0.5 | 1.6 | 8.0 | -0.8 | -9.9 | -7.7 | -3.7
COc1ccc(C2(C(=O)NCCc3ccccc3)CCCC2)cc1 | -1.5 | 16.2 | 0.1 | 8.6 | 3.5 | 1.4 | 1.4 | -6.2 | 9.8
CCOC(=O)C1=C(N)OC(C)=C(C#N)C1c1ccco1 (stereo not drawn) | -5.1 | 5.2 | 0.0 | 4.0 | 10.3 | -2.0 | -8.3 | -1.5 | -1.2
COc1ccccc1CN1CCN(Cc2cc(OC)c(OC)cc2OC)CC1 | 5.1 | 3.8 | -2.6 | 10.2 | 5.3 | -0.6 | -8.5 | -0.1 | 1.7
NC1=NC(=O)CC(C(=O)Nc2cccc3ccccc23)S1 (stereo not drawn) | 7.0 | 0.3 | -2.1 | -1.5 | 6.2 | 1.3 | 3.0 | -0.1 | -5.9
COc1cccc2c1-c1c(O)cccc1C2=O | 11.5 | 17.0 | -1.9 | 5.9 | -0.8 | 30.7* | -49.8 | 0.9 | 4.3
CN(C(=O)CSc1nnnn1C)C1(C#N)CCCCC1 | 3.2 | 6.5 | -2.9 | 0.4 | 1.4 | -1.1 | 3.8 | -0.7 | 11.4
Cc1cc(OC(C)C(N)=O)nc(-c2ccccc2)n1 (stereo not drawn) | 11.5 | -7.2 | -4.2 | 2.2 | 7.7 | -1.5 | -8.4 | 1.6 | 3.2

This is a random part of the collection (roughly 4% active in at least one column).
